IMPase cell inh = qHTS Assay for Identifying the Cell-Membrane Permeable IMPase Inhibitors; Inositol monophosphatase 1 (Rattus norvegicus), P97697; inhibition (IP1 accumulation), % at 46.1 µM; CHO-M1 cells, IP1 accumulation, HTRF TR-FRET ratio; 120,000 tested, under 10 active; active = well fitted curve in the direction sought with a large enough effect in the signal ratio, not every such curve was filed as active; inconclusive = small, poorly fitted or top-dose-only effect, or a change in a side signal; inactive = no such curve, though single readings can be large or run the other way; the % refers to the signal ratio;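 also: cells stimulated with carbachol in lithium chloride buffer; plate controls were DMSO basal wells for no effect and reference inhibitor wells for full effect; higher means more IMPase inhibition seen as more IP1 and lower FRET ratio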
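CHO-M1, 2000 cells/well, cultured 16–30 h; cpd up to 46 uM; carbachol (50 uM solution, stimulation buffer w/ 50 mM LiCl, pH 7.4), 30 min 37C; IP-One TR-FRET, 10 min RT; Ex 320/Em 665, 620; Hill-fit AC50.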
PNC inhibitor = High Content Assay for Compounds that inhibit the Assembly of the Perinucleolar Compartment. PC3M PTB-GFP, PNC prevalence imaging, 16 h; active compounds read low. activity change (PNC), negative = inhibition, % at 10 µM. 3.1% of 140,000 active;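 active = readout at or below -70, meaning at least 70% loss of cells showing the perinucleolar compartment, a nuclear body marking cancer cells; inconclusive = readout between -30 and a set limit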;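 also: plate controls were DMSO wells for no effect and camptothecin positive control wells for full effect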
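PC3M cells stably expressing PTB-GFP, 750–1000 cells/well, treated 16 h at 37 °C with compound (23 nl of library stock), in duplicate. After paraformaldehyde fixation and Hoechst stain, imaged at 20x; PNC prevalence scored by image analysis.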
12-hLO inh = qHTS Assay for Inhibitors of 12-hLO (12-human lipoxygenase); Polyunsaturated fatty acid lipoxygenase ALOX12 (Homo sapiens), P18054; purified 12-hLO, xylenol orange hydroperoxide absorbance; Potency, µM (top dose mostly 57.1 µM), without a hit: top-dose activity change, negative = inhibition, hits mostly inhibitors; 0.12% of 150,000 active; AID 1452, 2008; also: potency is read from the fitted curve at half-maximal effect; nearly all actives have a fitted effect of over 55% in size; many of its hits are not listed in these tables
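Lipoxygenase turnover measured by absorbance at 573 and 405 nm after Fe-XO development. Human 12hLO 150 nM, arachidonate 40 uM, pH 7.0 Hepes buffer with detergent; 15 min compound preincubation, 30 min reaction.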
ALOX15B inhib = qHTS Assay for Inhibitors of 15-hLO-2 (15-human lipoxygenase 2); 0.56% of 110,000 active; Polyunsaturated fatty acid lipoxygenase ALOX15B (Homo sapiens), O15296; Potency, µM (series often up to 57.1 µM), without a hit: at the highest dose activity change, negative = inhibition, most hits filed as inhibitors; purified 15hLO-2, xylenol orange hydroperoxide absorbance; AID 881, 2007; also: potency is read from the fitted curve at half-maximal effect; nearly all actives have a fitted effect of over 60% in size; many of its hits are not listed in these tables
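Enzyme 50 nM, AA 45 uM, 25 mM Hepes pH 7.5 + 0.01% Triton X-100; cpd preinc 15 min RT, rxn 90 min RT; stop/detect with 200 uM XO + 300 uM Fe(II) in 50 mM H2SO4, 30 min; A573/A405.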
An asterisk follows results filed as active; ? = inconclusive; / = not tested or not shown; & = joins results of further samples; [ ] = another dose, or the depositor's remark. Unless noted, calls follow the shape of the dose curve; as a rule, active = well fitted curve in the direction sought with a large enough effect; inconclusive = small, poorly fitted or top-dose-only effect, or another doubt; inactive = no such curve, though single readings can be large; an effect the other way counts as inactive or inconclusive. Unless noted, % is scaled to controls: 0 for no effect and ±100 for the full control effect.

Molecule | IMPase cell inh | ALOX15B inhib | PNC inhibitor | 12-hLO inh
COc1ccc(C(=O)c2ccc(N3CCN(C(=O)c4ccc(F)cc4)CC3)c(F)c2)cc1Br | 6 | -4% | -26 | 6%
Cc1cc(Oc2ccccc2)nc(SCC(=O)Nc2ccc(Cl)c(Cl)c2)n1 | 3 | 5% | 31 | -5%
Cc1ccc(S(=O)(=O)CC(=O)N2CCCCCC2)cc1 | 2 | -12% | 45 | 0%
C/C(=N\NC(=O)c1cc(C)[nH]n1)C(C)(C)C | / | / | 16 | -3%
CC(NC(=O)Nc1ccccc1)c1ccccc1 (stereo not given) | 2 | 5% | -11 | -3%
Cn1c(C[C@@H](O)c2nc3ccccc3n2C)nc2ccccc21 | / | 21%[11.4 µM] | / | 0%[11.4 µM]
CC(=O)N1CCC(=NNC(=O)c2cccs2)CC1 | / | / | -109* | 1%
CC1CCN(C(=S)Nc2ccc(SC(F)F)cc2)CC1 | / | / | 11 | -4%
O=C(Nc1ccncc1)C1c2ccccc2Oc2ccccc21 | -3 | 4%[2.29 µM] | ? | 5%
CSc1cccc(NS(=O)(=O)c2ccc(F)cc2)c1 | 8 | 1% | -6 | -5%
CC(C)(C)NC(=O)c1cccc(NC(=O)c2cccc(O)c2)c1 | 20 | -1% | 39 | 1%
Cc1ccccc1C(=O)N1CCC(C(=O)Nc2ccc(S(=O)(=O)N(C)C(C)C)cc2)CC1 | 8 | -5% | 33 | -3%

Molecule | IMPase cell inh | ALOX15B inhib | PNC inhibitor | 12-hLO inh
CCC(=O)Nc1cc(C)c(NC(=O)c2ccccc2OC)cn1 | -3 | -4% | ? | 14%
Cc1cccc(NC(=O)c2c(C)nc3ccccn23)c1 | 1 | / | -9 | 1%
O=C(Nc1ccccc1C(F)(F)F)N1CCCCCC1 | 6 | -1% | -19 | -1%
O=c1c2ccccc2nc(-c2ccco2)n1-c1nc2ccccc2s1 | 6 | 5% | -17 | -6%
O=P(c1ccccc1)(c1ccccc1)C(O)c1ccncc1 (stereo not given) | 12 | -2% | 43 | -2%
CC(C)(C)c1ccc(/C=N/OCC(=O)NCc2ccc(F)cc2)cc1 | / | / | -16 | 1%
CCCCNC(=S)N=Nc1c(O)n(Cc2ccccc2)c2ccccc12 | 1 | / | 39 | -6%
COc1ccc(NC(=O)COC(=O)CCCOc2ccc(Cl)cc2Cl)cc1 | 11 | / | ? | 0%
CSc1nc2ccccc2n1C(=O)Oc1ccccc1 | 4 | 12% | 34 | 2%
Cc1cc(C(=O)NCCCn2ccnc2)cs1 | 3 | 2% | -26 | 3%
Cc1cc(C)c(NC(=O)CSc2nc3c(c(=O)n2C)SC(C)C3)c(C)c1 (stereo not given) | -16 | -1% | -13 | 1%
O=C1CC(SC2=NCCS2)C(=O)N1c1ccc(Br)cc1 (stereo not given) | / | / | ? | 2%

Molecule | IMPase cell inh | ALOX15B inhib | PNC inhibitor | 12-hLO inh
O=c1[nH]n2c(=O)c3c([nH]c2c1N=Nc1cccc(C(F)(F)F)c1)CCCC3 | 0[1.84 µM] | / | -19 | 2%
C/C(=N\OCC(=O)Nc1ccc(F)c(F)c1F)c1cc2ccccc2o1 | 4 | / | ? | 1%
O=C(/C=C/c1ccccc1)c1ccc(NC2=NCCCS2)cc1 | / | / | ? | -2%
O=c1c[n+]([O-])c2ccccc2n1OCc1c(F)cccc1F | -13[1.84 µM] | / | ? | 2%
Cc1ccccc1N(CC(=O)NCCc1ccccc1)C(=O)c1ccc(N2CCCC2)nc1 | 9 | 2% | -7 | -4%
COc1ccc(OC)c(NC(=O)c2ccc(CN(c3cc(Cl)ccc3C)S(=O)(=O)c3ccccc3)cc2)c1 | -1 | -8% | -11 | 2%
CCOC(=O)CSc1nc(Nc2ccc3c(c2)OCO3)c2ccccc2n1 | 9 | 9% | ? | -9%
CCOC(=O)C1=C(C)Nc2sc(C(=O)c3ccc(OC)cc3)c(N)c2C1c1ccc(C(=O)OC)cc1 (stereo not given) | / | / | 167 | -9%
O=C(O)CC(CC(=O)Nc1nncs1)c1ccccc1 (stereo not given) | -8 | -1% | 20 | -1%
O=C(Nc1ccc(C(=O)O)cc1)Nc1cccc([N+](=O)[O-])c1 | / | / | -8 | -1%
Cc1ccc2c(c1)nnn2C1CCN(S(=O)(=O)c2ccc(C(=O)N3CC(C)CC(C)C3)cc2)CC1 (stereo not given) | 12 | 4% | 35 | -9%
Cc1ccc2occ(/C=C/C(=O)c3ccccc3O)c(=O)c2c1 | -18 | -2% | 74 | 7%

Molecule | IMPase cell inh | ALOX15B inhib | PNC inhibitor | 12-hLO inh
CCc1nn2c(=O)cc(CSc3nc(C)cc(=O)[nH]3)nc2s1 | 4 | 5% | 6 | -3%
CCN(c1cccc(C)c1)C(C(=O)Nc1ccc(OC)cc1)c1cc2c(cc1[N+](=O)[O-])OCO2 (stereo not given) | / | / | 17 | -5%
CC(=O)OC1CC[C@@]2(C)C3CC(=O)[C@]4(C)C(C(C)=O)=CCC4C3CC[C@H]2C1 (stereo not given in full) | / | 3% | / | 0%
CC(C)c1cc(C(=O)O)n(-c2ccccc2)n1 | -1 | -6% | 18 | 1%
Cc1cc(C(F)(F)F)c(C#N)c(N2CCOCC2)n1 | 1 | -8% | ? | -4%
CCc1nnc(NC(=O)CSc2nnc(-c3c[nH]c4ccccc34)n2C)s1 | -12 | -8% | -7 | -9%
O=C(N/N=C/c1cccnc1)c1cc2ccccc2o1 | / | / | 9 | 0%
O=C(c1ccccc1F)N1CCN=C1SCc1cccnc1 | 4 | 3% | -8 | 9%
CC(=O)N[C@@H](Cc1c[nH]c2ccccc12)C(=O)O | / | 15% | / | 0%
O=C(COc1ccccc1)N(Cc1ccco1)c1ccc(O)cc1 | 9 | / | ? | 3%
CCOC(=O)c1cc(C(=O)NN)c(C)nc1C | / | / | ? | -4%
Cc1ccc(S(=O)(=O)NC(=O)NCc2ccc3c(c2)OCO3)cc1 | 9 | 2% | -1 | -4%

Molecule | IMPase cell inh | ALOX15B inhib | PNC inhibitor | 12-hLO inh
CCN(CC)CCCC(C)n1c(-c2ccccc2)nc2c(NCc3ccccc3)nc(C)nc21 (stereo not given) | / | 63%[activator] | / | 0%
O=C(c1noc2c1CCCC2)N1CCN(C(c2ccccc2)c2ccccc2)CC1 | 8 | 11% | ? | -2%
Cc1nc2ccccc2n1/N=C/c1ccc([N+](=O)[O-])s1 | / | / | 39 | 5%
N#Cc1nc(Cc2cccc3ccccc23)oc1NCCN1CCCCC1 | 1 | 67%[activator] | 46 | -9%
Cc1ccccc1C(=O)Nc1nnc(-c2ccc(C(C)(C)C)cc2)s1 | / | / | 15 | 1%
O=C(COC(=O)c1cccs1)NCc1ccco1 | 1 | -5% | -6 | -4%
CCOC(=O)N1CCC(=C2c3ccc(Cl)cc3CCc3cccnc32)CC1 | 21 | 35%[activator] | 100 | 1%&-8%
CC1CC(c2ccccc2)n2nc(NC(=O)c3cccs3)nc2N1 (stereo not given) | -3 | 10% | -12 | -1%
CCN(CC(=O)Nc1ccc2c(c1)OCCO2)C(=O)c1cccc(S(=O)(=O)N2CCOCC2)c1 | -1 | -6% | 25 | -8%
O=C(CSc1nccc2ccccc12)N1CCN(c2ccccn2)CC1 | -4 | 1% | -7 | -9%
CCOC(=O)c1nnn(-c2nonc2-n2cccc2)c1C | 13 | -9% | -22 | -1%
CC(=O)Oc1ccc(N2C(=O)C3C4C=CC(C5CC45)C3C2=O)cc1[N+](=O)[O-] (stereo not given) | / | / | -12 | 3%

Molecule | IMPase cell inh | ALOX15B inhib | PNC inhibitor | 12-hLO inh
COc1cccc(C2CC(=O)Nc3cc(OC)c(OC)c(OC)c32)c1OC (stereo not given) | 4 | 9% | -9 | -4%
CC(=O)Nc1ccc2[nH]c(C)c(CC=C(Cl)Cl)c(=O)c2c1 | 3 | 2% | ? | 7%
CSc1ccc(Cl)c(C(=O)NCc2ccco2)c1 | -5 | -11% | ? | 3%
CC1(C)Cc2c(c(=S)nc(-c3ccccc3)n2CCOCCO)CO1 | 5 | -6% | 4 | -7%
CC(=O)N1CCN=C1SCc1ccccc1Cl | 4 | 4% | 1 | -6%
CCC(=O)n1nc(-c2cccnc2)nc1NCc1ccc(OC)cc1 | 0 | 16% | -18 | -2%
Clc1ccc(C=NC23CN4CN(CN(C4)C2)C3)cc1 | -6 | 0% | 18 | 0%
Cc1ccccc1Cn1cc(NC(=O)c2nn(C)cc2Cl)cn1 | / | / | ? | 1%
Cc1cccc(N2C(=O)C(Oc3ccc(Cl)cc3Cl)C2C(=O)O)c1C (stereo not given) | / | / | ? | -6%
Cc1ccc(NC(=O)Cc2noc3ccccc23)nc1 | / | / | -26 | -1%
Cc1cc(Nc2ccc3c(c2)OCCO3)c2cccc(C)c2n1 | / | / | 6 | 4%
O=C(NC1CC1)C1CCN(c2ccc(S(=O)(=O)N3CCOCC3)cc2Cl)CC1 | 3 | -3% | -2 | 5%

Molecule | IMPase cell inh | ALOX15B inhib | PNC inhibitor | 12-hLO inh
CCOCCCNC(=S)N1C2CCC1CC(NC(=O)NC1CCCCC1)C2 (stereo not given) | -10[1.84 µM] | -17%[11.4 µM] | ? | 2%
O=C(C1CCN(Cc2ccc(F)cc2)CC1)N(CCO)Cc1ccccc1 | 6 | -6% | -19 | -6%
Cc1ccc(-c2c(C#N)c(N)nc3c2CCCCCC3)o1 | 5 | -2% | 29 | -3%
Clc1ccc(CSc2nnc(/C=C/c3ccccc3)o2)cc1 | 0[1.84 µM] | 3%[11.4 µM] | -13 | 1%
COc1ccc(NC(=O)CNCCC2=CCCCC2)cc1 | 2 | 7% | ? | 7%
Cc1ccc(S(=O)(=O)N2CCN(C(=O)c3cc(=O)[nH]c4ccccc34)CC2)c(C)c1 | 0 | -5% | 1 | -3%
COc1ccc(OCCn2c(NC(=O)c3ccco3)nc3ccccc32)cc1 | 7 | 23% | 20 | -5%
Cc1ccc(S(=O)(=O)N2CCN(S(=O)(=O)N3CCCCC3)CC2)cc1 | 24 | 0% | 44 | 0%
COc1ccc(CSc2nnc(SCc3ccc([N+](=O)[O-])cc3)s2)cc1 | 7 | -2% | -24 | 0%
O=C(NC(=S)Nc1nc(-c2ccc(Br)cc2)cs1)c1cccnc1 | -7 | -16% | 72 | 0%
Cc1ccccc1NC(=O)c1ccc(COc2ccc3c(C)cc(=O)oc3c2)cc1 | / | / | 91 | -1%
CCCCN(C(=O)NC(=O)Nc1ccccc1OC)S(C)(=O)=O | 3 | -5% | 2 | 0%

Molecule | IMPase cell inh | ALOX15B inhib | PNC inhibitor | 12-hLO inh
CC/C(C)=C1\SC(N2CCOCC2)=NC1=O | 3 | -3% | -22 | -1%
Cc1ccc(NS(=O)(=O)c2ccc(Cl)s2)cc1S(=O)(=O)N(C)C | / | / | -6 | -5%
COc1ccccc1Nc1nc(N)nc(CN(C)C2CCCCC2)n1 | 12 | 3% | -30 | 9%
CCOC(=O)c1ccc(NC(=O)CN(c2ccc(C)cc2)S(=O)(=O)c2c(C)n[nH]c2C)cc1 | -3 | 10% | ? | -16%
CCN1CCN(C(=O)CN2C(=O)c3cccc4cccc2c34)CC1 | -3 | / | 170 | 6%
CCNC(=O)COc1ccc(Br)cc1Cl | -8 | 1% | -23 | -6%
COc1ccc(NC(=S)Nc2cccc3cnccc23)cc1 | / | / | -10 | 0%
CCOc1ccc(S(=O)(=O)NCc2ccccn2)cc1 | -5 | 4% | -111* | 4%
COCCn1c(SCC(=O)Nc2cc(C)cc(C)c2)nnc1C(C)C | -2 | 1% | -19 | 0%

Screening data: PubChem, National Center for Advancing Translational Sciences (NCATS)

These rows are one share of the data; the hit share may differ from the screen's.
